Assay outcomes deposited in PubChem by several laboratories.
H9c2 protect: protects H9c2 cardiomyocytes from peroxide injury. H2O2 injury protection, ATPLite, 2 h. protection from H2O2 cell death, % at 20 µM. actives 0.63% (n = 360,000);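 active means compounds giving at least 50% protection of heart cells from peroxide-induced death in the single-dose screen, raw or plate-pattern-corrected value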;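 further: 0% = DMSO wells with peroxide and 100% = DMSO wells without peroxide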
MC4R antagonist: human MC4R antagonism in cAMP assay; inhibition, % at 6.5 µM; MC4R-expressing cells, MTII-stimulated cAMP, LANCE TR-FRET; P32245; actives 0.48% (n = 360,000);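 active means inhibition above its plate's cutoff, the mean of tested wells on that plate plus 3 SD, cut at about 29% in these data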;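 further: 0% = Melanotan II alone and 100% = Melanotan II plus saturating MCL0020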
Target sequence (P32245 whole entry, looked up): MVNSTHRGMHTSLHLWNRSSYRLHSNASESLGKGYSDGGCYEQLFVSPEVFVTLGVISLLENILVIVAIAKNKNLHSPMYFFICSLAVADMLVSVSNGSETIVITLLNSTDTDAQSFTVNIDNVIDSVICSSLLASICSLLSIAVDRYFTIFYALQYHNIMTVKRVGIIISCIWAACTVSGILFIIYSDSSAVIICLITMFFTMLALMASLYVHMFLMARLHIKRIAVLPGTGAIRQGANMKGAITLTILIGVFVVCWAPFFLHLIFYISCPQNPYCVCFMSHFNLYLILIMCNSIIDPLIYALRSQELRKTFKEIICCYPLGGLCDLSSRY
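System – human MC4R-expressing U2OS cells · Also added – Melanotan II · Dosing – one concentration, 6.5 µM nominal · Timing – 30-min compound, 1-h challenge, 1-h detection, room temperature · Measured by – Eu-cAMP/anti-cAMP TR-FRET, emission 671 nm · Replicates – singlicate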
NOD2 RIPK2 PPI: blocks binding of human NOD2 to RIPK2 | O43353 | CHO BLA complementation NOD2-RIPK2, CCF4 ratio | inhibition, % at 4.98 µM | actives 0.38% (n = 360,000) | AID 624267; in the data active means inhibition above about 21%;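 further: 0% = vehicle only and 100% = reference blocker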
ABCB6 inh MLPCN: human ABCB6 transporter inhibition; Q9NP58; K562-ABCB6 porphyrin accumulation, flow cytometry, 1 h; hits give low values; fluorescence ratio to DMSO, % at 10 µM; actives 0.19% (n = 360,000);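 active means fluorescence ratio to DMSO below 75%, the collection mean minus 3 SD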;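 further: signal is porphyrin accumulated inside mitochondria; 100% equals median channel fluorescence of DMSO control wells; lower ratio means ABCB6 inhibition with less porphyrin fluorescence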
TLR9-MyD88 inh: TLR9-MyD88 interaction inhibition; CHO BLA complementation TLR9-MyD88, CCF4 FRET ratio; inhibition, % at 4.98 µM; actives 0.21% (n = 340,000); AID 504734;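 active means inhibition above the mean over all tested compounds plus 3 SD, cut at about 21% in these data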;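 further: 0% = DMSO only wells and 100% = clavulanate BLA inhibitor control wells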
MC4R barr agon: agonists of human melanocortin 4 receptor (MC4R) beta-arrestin. P32245. U2OS MC4R beta-arrestin complementation, luminescence; percent of melanotan II response, DMSO zero. activation, % at 8.9 µM. actives 0.98% (n = 360,000). AID 540308;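 active means activation above a per-plate cutoff, the mean activation of sample wells on that plate plus 3 SD, cut at about 8% in these data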
Glyco luc inh: N-linked glycosylation inhibition; actives 0.23% (n = 360,000); reporter increase, % at 12.5 µM; D54 ERlucT glycosylation luciferase reporter, 24 h; percent of 100 nM tunicamycin response;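 active means mean luciferase reporter signal, scaled so untreated is 0 and the glycosylation-blocking control 100, at or above a set limit in every replicate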;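 further: luciferase carries N-glycosylation sites so blocking glycosylation raises the light; 0% = median of neutral control wells and 100% = median of 100 nM tunicamycin wells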
ABHD5 PLIN5 PPI: inhibitors of human ABHD5-perilipin-5 interaction. inhibition, % at 4 µM. actives 0.78% (n = 360,000). AID 602281. Split G. princeps luciferase complementation, luminescence, 4 h. Q00G26+Q8WTS1;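 active means inhibition above the mean inhibition across every tested compound plus 3 SD, cut at about 22% in these data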;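 further: 0% = DMSO only wells and the 100% control is not disclosed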
HTR2A ag: activates the mouse 5-HT2A serotonin receptor | P35363 | CHO-K1 mHTR2A beta-arrestin complementation, luminescence; percent of 30 µM serotonin response | activation, % at 7.6 µM | actives 0.66% (n = 360,000) | AID 624169;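 active means activation above a run cutoff, the mean activation of all tested compounds plus 3 SD, cut at about 14% in these data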;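 further: 0% = plate median of compound wells and 100% = 30 µM serotonin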
Target sequence (P35363 whole entry, looked up): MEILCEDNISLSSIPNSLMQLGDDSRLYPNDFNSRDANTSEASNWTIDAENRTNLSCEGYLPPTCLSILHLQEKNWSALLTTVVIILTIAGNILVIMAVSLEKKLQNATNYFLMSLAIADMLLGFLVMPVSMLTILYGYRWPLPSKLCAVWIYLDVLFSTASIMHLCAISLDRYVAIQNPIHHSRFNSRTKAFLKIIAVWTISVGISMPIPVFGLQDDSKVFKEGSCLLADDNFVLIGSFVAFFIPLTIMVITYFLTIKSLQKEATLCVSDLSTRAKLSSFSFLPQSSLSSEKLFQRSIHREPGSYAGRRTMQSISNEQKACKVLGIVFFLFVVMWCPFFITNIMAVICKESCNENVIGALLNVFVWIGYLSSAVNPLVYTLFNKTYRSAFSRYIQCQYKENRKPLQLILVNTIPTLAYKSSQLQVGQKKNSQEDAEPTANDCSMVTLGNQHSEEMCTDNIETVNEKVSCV
NCOA2 inhibitor: inhibits human steroid receptor coactivator 2. Q15596. HEK293 GAL4-SRC2 luciferase reporter, luminescence. inhibition, % at 9 µM. actives 0.17% (n = 370,000). AID 651957;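 active means inhibition above the mean inhibition of all tested compounds plus 3 SD, set per campaign, cut at about 52% in these data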;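 further: 0% = DMSO treated cells and 100% = cells given Gossypol at 36 µM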
* = called active by the depositor. Some of the compounds tested (hit frequency here may not be typical).

What do the screens show for `CCc1ccccc1NC(=O)c1ccccc1N1C(=O)C2C3C=CC(C3)C2C1=O` (configuration not stated)?
H9c2 protect: 8.8; MC4R antagonist: 0.2; NOD2 RIPK2 PPI: -12.4; ABCB6 inh MLPCN: 91.0; TLR9-MyD88 inh: -2.1; MC4R barr agon: -1.5; Glyco luc inh: 0.7; ABHD5 PLIN5 PPI: 1.0; HTR2A ag: 16.3*; NCOA2 inhibitor: -9.0

What do the screens show for `COc1cccc(NC(=O)CN(C)C(=O)CSCc2nc3scc(-c4cccs4)c3c(=O)[nH]2)c1`?
H9c2 protect: 0.4; MC4R antagonist: 0.3; NOD2 RIPK2 PPI: 0.8; ABCB6 inh MLPCN: 99.0; TLR9-MyD88 inh: 5.5; MC4R barr agon: -2.5; Glyco luc inh: 3.1; ABHD5 PLIN5 PPI: -2.8; HTR2A ag: -2.5; NCOA2 inhibitor: -25.4

Results for CCCN(CCC)Cc1cc(=O)oc2cc(C)c(C)cc12 ?
H9c2 protect: 4.2; NOD2 RIPK2 PPI: -3.9; ABCB6 inh MLPCN: 103.0; Glyco luc inh: -2.3; ABHD5 PLIN5 PPI: 9.1; HTR2A ag: -3.8; NCOA2 inhibitor: -10.0

What do the screens show for `CCN(CC(=O)Nc1c(F)cccc1F)C(=O)COc1cccc2c1OC(C)(C)C2`?
H9c2 protect: 2.0; MC4R antagonist: 7.0; NOD2 RIPK2 PPI: 5.0; ABCB6 inh MLPCN: 100.0; TLR9-MyD88 inh: -21.1; MC4R barr agon: -3.4; Glyco luc inh: -0.6; ABHD5 PLIN5 PPI: 11.1; HTR2A ag: -3.2; NCOA2 inhibitor: -28.4

Results for CC(C(=O)OCc1nnc(-c2ccccc2)o1)N1C(=O)C2CCCCC2C1=O (configuration not stated) ?
H9c2 protect: -3.7; MC4R antagonist: 3.6; NOD2 RIPK2 PPI: -3.7; ABCB6 inh MLPCN: 99.0; TLR9-MyD88 inh: 3.9; MC4R barr agon: -0.3; Glyco luc inh: 1.7; ABHD5 PLIN5 PPI: 1.8; HTR2A ag: -1.3; NCOA2 inhibitor: -32.9

What do the screens show for `Cc1cc(C(=O)OCC(=O)Nc2ccccc2Br)c(C)o1`?
H9c2 protect: -3.1; MC4R antagonist: 8.0; NOD2 RIPK2 PPI: -5.1; ABCB6 inh MLPCN: 103.0; TLR9-MyD88 inh: -1.3; MC4R barr agon: 1.8; Glyco luc inh: 1.3; ABHD5 PLIN5 PPI: -10.6; HTR2A ag: -2.2; NCOA2 inhibitor: 4.4

How did CC1(C)CC(=O)C(C(C2=C(O)CC(C)(C)CC2=O)c2cccnc2)C(=O)C1 (configuration not stated) do in these assays?
H9c2 protect: -0.7; MC4R antagonist: 4.3; NOD2 RIPK2 PPI: 2.6; ABCB6 inh MLPCN: 88.0; TLR9-MyD88 inh: 2.6; MC4R barr agon: -1.2; Glyco luc inh: 2.2; ABHD5 PLIN5 PPI: 8.4; HTR2A ag: -2.5; NCOA2 inhibitor: -11.4

Results for c1ccc2c(c1)Nc1ccncc1S2 ?
H9c2 protect: -5.5; MC4R antagonist: -4.4; NOD2 RIPK2 PPI: -2.5; ABCB6 inh MLPCN: 93.0; TLR9-MyD88 inh: 12.9; MC4R barr agon: 2.1; Glyco luc inh: -1.0; ABHD5 PLIN5 PPI: 1.4; HTR2A ag: -0.3; NCOA2 inhibitor: 20.5

What do the screens show for `COc1ccc(OC)c(S(=O)(=O)N2CCC(C(=O)N3CCN(Cc4ccccc4)CC3)CC2)c1`?
H9c2 protect: -2.7; MC4R antagonist: -0.3; NOD2 RIPK2 PPI: 1.1; ABCB6 inh MLPCN: 100.0; TLR9-MyD88 inh: 4.7; MC4R barr agon: -1.5; Glyco luc inh: -2.3; ABHD5 PLIN5 PPI: 1.9; HTR2A ag: 1.9; NCOA2 inhibitor: -13.4

Results for COc1ccc(-c2nc3ccccc3n2CCC(C)C)cc1OC ?
H9c2 protect: 6.5; MC4R antagonist: 7.1; NOD2 RIPK2 PPI: 5.4; ABCB6 inh MLPCN: 96.0; TLR9-MyD88 inh: -5.4; MC4R barr agon: -0.5; Glyco luc inh: 4.4; ABHD5 PLIN5 PPI: -5.4; HTR2A ag: 5.5; NCOA2 inhibitor: -33.7

Results for Cc1ccc(NC(=S)Nc2cc(-c3ccccc3)[nH]n2)cc1Cl ?
H9c2 protect: -15.2; MC4R antagonist: 11.4; NOD2 RIPK2 PPI: 0.5; ABCB6 inh MLPCN: 100.0; TLR9-MyD88 inh: -2.6; MC4R barr agon: 8.9*; Glyco luc inh: -3.8; ABHD5 PLIN5 PPI: -18.2; HTR2A ag: -7.0; NCOA2 inhibitor: -1.4

Results for CS(=O)(=O)N1CCc2nc(-c3ccccc3)sc2C1 ?
H9c2 protect: -1.4; MC4R antagonist: 2.1; NOD2 RIPK2 PPI: -3.3; ABCB6 inh MLPCN: 93.0; TLR9-MyD88 inh: -2.8; MC4R barr agon: -0.5; Glyco luc inh: -5.4; ABHD5 PLIN5 PPI: -9.8; HTR2A ag: -7.7; NCOA2 inhibitor: -29.1

How did CCC(=O)N(CCC(c1ccccc1)c1ccco1)Cc1cccs1 (configuration not stated) do in these assays?
H9c2 protect: 7.9; MC4R antagonist: 5.9; NOD2 RIPK2 PPI: 8.1; ABCB6 inh MLPCN: 93.0; TLR9-MyD88 inh: -5.1; MC4R barr agon: -0.1; Glyco luc inh: -1.1; ABHD5 PLIN5 PPI: 21.4; HTR2A ag: -5.6; NCOA2 inhibitor: 18.9

What do the screens show for `O=[N+]([O-])c1cc(C(F)(F)F)ccc1NCCc1ccccn1`?
H9c2 protect: -10.1; MC4R antagonist: -0.8; NOD2 RIPK2 PPI: -2.0; ABCB6 inh MLPCN: 96.0; TLR9-MyD88 inh: 4.8; MC4R barr agon: -3.8; Glyco luc inh: -2.1; ABHD5 PLIN5 PPI: -4.1; HTR2A ag: 0.8; NCOA2 inhibitor: -49.4

How did O=C(c1ccc2nsnc2c1)N1CCN(c2ccc([N+](=O)[O-])cc2)CC1 do in these assays?
H9c2 protect: -2.0; MC4R antagonist: -3.1; NOD2 RIPK2 PPI: -2.1; ABCB6 inh MLPCN: 102.0; TLR9-MyD88 inh: -2.7; MC4R barr agon: -1.4; Glyco luc inh: 3.1; ABHD5 PLIN5 PPI: 1.8; HTR2A ag: -1.4; NCOA2 inhibitor: -1.6

Results for Cc1cc(C)cc(C(=O)NC(CC(N)=O)c2ccc(N3CCC(Cc4ccccc4)CC3)c([N+](=O)[O-])c2)c1 (configuration not stated) ?
H9c2 protect: -3.6; MC4R antagonist: 5.1; NOD2 RIPK2 PPI: 11.9; ABCB6 inh MLPCN: 98.0; TLR9-MyD88 inh: -4.6; MC4R barr agon: 1.3; Glyco luc inh: -4.3; ABHD5 PLIN5 PPI: -8.8; HTR2A ag: 2.1; NCOA2 inhibitor: -4.7

What do the screens show for `O=C(Nc1ccc(S(=O)(=O)Nc2ccccn2)cc1)c1ccccc1`?
H9c2 protect: -4.3; MC4R antagonist: 16.6; NOD2 RIPK2 PPI: -6.0; ABCB6 inh MLPCN: 101.0; TLR9-MyD88 inh: 8.6; MC4R barr agon: -2.1; Glyco luc inh: 0.0; ABHD5 PLIN5 PPI: -0.2; HTR2A ag: -4.8; NCOA2 inhibitor: -1.9

What do the screens show for `Cc1cccn2c(=O)c(C=O)c(Sc3ncccn3)nc12`?
H9c2 protect: 4.5; MC4R antagonist: 1.9; NOD2 RIPK2 PPI: 6.5; ABCB6 inh MLPCN: 106.0; TLR9-MyD88 inh: -5.0; MC4R barr agon: -0.7; Glyco luc inh: -2.7; ABHD5 PLIN5 PPI: -0.7; HTR2A ag: 1.9; NCOA2 inhibitor: -10.0

What do the screens show for `Fc1ccccc1Nc1nc(Cl)nc(Cl)n1`?
H9c2 protect: 4.6; MC4R antagonist: 0.5; NOD2 RIPK2 PPI: 0.3; ABCB6 inh MLPCN: 100.0; TLR9-MyD88 inh: -3.5; MC4R barr agon: -3.3; Glyco luc inh: 0.3; ABHD5 PLIN5 PPI: -1.6; HTR2A ag: -0.9; NCOA2 inhibitor: 7.7

Results for CC1=C(C)C(=O)N(C(C)CCc2ccccc2)C1=O (configuration not stated) ?
H9c2 protect: 4.8; MC4R antagonist: 4.5; NOD2 RIPK2 PPI: -6.0; ABCB6 inh MLPCN: 98.0; TLR9-MyD88 inh: -2.0; MC4R barr agon: 0.5; Glyco luc inh: -3.0; ABHD5 PLIN5 PPI: 5.7; HTR2A ag: 4.9; NCOA2 inhibitor: -23.5

Results for CCCC(=O)Nc1cc(C(=O)O)ccc1S(=O)(=O)c1ccc(Cl)cc1 ?
H9c2 protect: -4.2; MC4R antagonist: -1.3; NOD2 RIPK2 PPI: 4.7; ABCB6 inh MLPCN: 97.0; TLR9-MyD88 inh: -0.1; MC4R barr agon: -0.3; Glyco luc inh: 1.3; ABHD5 PLIN5 PPI: -2.1; HTR2A ag: -0.4; NCOA2 inhibitor: 5.9

Results for O=C(COC(=O)/C=C/c1ccc(S(=O)(=O)N2CCOCC2)cc1)Nc1ccccc1F ?
H9c2 protect: -0.6; MC4R antagonist: 4.0; NOD2 RIPK2 PPI: 2.1; ABCB6 inh MLPCN: 105.0; TLR9-MyD88 inh: 2.0; MC4R barr agon: -1.4; Glyco luc inh: -0.8; ABHD5 PLIN5 PPI: 0.0; HTR2A ag: -0.2; NCOA2 inhibitor: -28.5

Results for COCCCNC(=O)c1ccc(CS(=O)(=O)c2cccc(C(F)(F)F)c2)o1 ?
H9c2 protect: 4.9; MC4R antagonist: 5.2; NOD2 RIPK2 PPI: -1.9; ABCB6 inh MLPCN: 95.0; TLR9-MyD88 inh: -8.6; MC4R barr agon: -1.0; Glyco luc inh: 0.5; ABHD5 PLIN5 PPI: 4.9; HTR2A ag: 7.7; NCOA2 inhibitor: -7.7

What do the screens show for `CCc1ccc(NC(=O)Cn2nnc(-c3ccc(C)cc3-n3cnnn3)n2)cc1`?
H9c2 protect: -8.9; MC4R antagonist: 14.2; NOD2 RIPK2 PPI: -4.8; ABCB6 inh MLPCN: 100.0; TLR9-MyD88 inh: 11.2; MC4R barr agon: 2.0; Glyco luc inh: 1.8; ABHD5 PLIN5 PPI: -5.5; HTR2A ag: -3.0; NCOA2 inhibitor: 12.6

How did CC(=O)Nc1c(O)c2ccccc2[nH]c1=O do in these assays?
H9c2 protect: -0.9; MC4R antagonist: 1.4; NOD2 RIPK2 PPI: 1.4; ABCB6 inh MLPCN: 95.0; TLR9-MyD88 inh: -9.8; MC4R barr agon: -0.8; Glyco luc inh: 3.8; ABHD5 PLIN5 PPI: -28.7; HTR2A ag: 5.6; NCOA2 inhibitor: -1.6

What do the screens show for `CCC(C)(C(=O)NC1CCCC1)N(C(=O)Cc1cccs1)c1c(C)n(C)n(-c2ccccc2)c1=O` (configuration not stated)?
H9c2 protect: -1.3; MC4R antagonist: 23.1; NOD2 RIPK2 PPI: -7.0; ABCB6 inh MLPCN: 100.0; TLR9-MyD88 inh: -0.4; MC4R barr agon: -1.4; Glyco luc inh: -0.4; ABHD5 PLIN5 PPI: -1.6; HTR2A ag: -1.1; NCOA2 inhibitor: 6.5
